Screening data (PubChem)
TGFb inhibitor – qHTS for Inhibitors of TGF-b | AID 588855, 2011 | HepG2 CAGA-GFP TGF-b/SMAD3 reporter, GFP fluorescence, 18 h; TGF-beta stimulated, 500 pg/mL final | Potency, µM (highest dose often 46.1 µM), without a hit: at the top dose activity, negative = inhibition, most hits filed as inhibitors | hit rate 1.2% among 410,000; also: potency is read from the fitted curve at half-maximal effect; % is scaled to controls: 0 for no effect and ±100 for the full control effect; nearly all actives have a fitted effect of over 65% in size
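Inhibition of TGF-beta-driven CAGA-GFP reporter expression in HEPG2 cells is measured by cellular GFP fluorescence after 18 h stimulation with 500 pg/mL recombinant TGF-beta in 1% FBS medium at 37 degrees C.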
ATXN viability – Viability Counterscreen for Primary qHTS for Inhibitors of ATXN expression | S2 cells (HEK-293 line with an ATXN2-luciferase reporter) viability, CellTiter-Fluor protease fluorescence, 24 h | Potency, µM (doses to about 56.7 µM), hits mostly cytotoxic | hit rate 0.49% among 400,000 | AID 651635, 2014; also: potency is read from the fitted curve at half-maximal effect; nearly all actives have a fitted effect of over 40% in size
A549 viability – Nrf2 qHTS screen for inhibitors: counterscreen for cytotoxicity | A549 ARE-Fluc cells, CellTiter-Fluor viability, 18-24 h | Potency, µM (doses to about 46 µM), for inactives: at the top dose activity change, negative = cytotoxicity, most hits filed as inhibitors | hit rate 0.16% among 390,000; also: potency is read from the fitted curve at half-maximal effect; % is scaled to controls: 0 for no effect and ±100 for the full control effect
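Cytotoxicity counterscreen: CellTiter-Fluor fluorescence was measured in A549 ARE_Fluc cells after 18-24 h of compound exposure in a concentration series. The subsequent BugLite luminescent read reports ARE-luciferase activity.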
Nrf2 inh – Nrf2 qHTS screen for inhibitors; A549 ARE-Fluc reporter, luciferase luminescence, 18-24 h; Potency, µM (highest dose often 46 µM), without a hit: at the top dose activity change, negative = inhibition, hits mostly inhibitors; hit rate 2.1% among 360,000; also: potency is read from the fitted curve at half-maximal effect; % is scaled to controls: 0 for no effect and ±100 for the full control effect; nearly all actives have a fitted effect of over 60% in size
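Concentration-response testing used A549 ARE_Fluc cells at 5000 cells/well. Following an 18-24 h compound incubation, viability was read by fluorescence (Ex 405/Em 525) and luciferase output by luminescence.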
Akt phos inh – HTS Assay for Inhibitors of Akt Phophorylation: Primary Screen. Neuro2A IGF-stimulated pAkt S473 HTRF, 20 min; active compounds read low. AID 651550, 2012. activity change, % for hits at 50 µM. hit rate 0.32% among 360,000; in the data active = activity change below about -80%; inconclusive = mostly about -51% to -80%; also: % is scaled to controls: 0 for no effect and ±100 for the full control effect
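Neuro2A cells (4,500/well, DMEM with 0.5% FBS) were treated with compound at a single 50 µM final concentration, stimulated with 6 nM IGF for 20 min at 37 °C, and lysed. Phospho-Akt Ser473 was read by HTRF as 665/615 ratio ×10^4.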
CCT chaperon mod – High-Throughput Screening for Modulators of Cytosolic Chaperonin Activity; purified chaperonin ATPase assay, HTRF ADP detection, 30 min; activity change, % (no concentration beside the values), hits read low; hit rate 0.3% among 360,000; AID 651819, 2012; in the data active = activity change below about -30%; also: % is scaled to controls: 0 for no effect and ±100 for the full control effect
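TRiC at 40 or 20 nM final (batch-dependent) in 30 mM Tris pH 7.4, 100 mM KCl, 5 mM MgCl2, 1 mM DTT, with compound at single 76 uM and 10 uM ATP, 30 min at 37 deg C. ADP detected by HTRF Transcreener, 665/615 ratio.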
HepG2 tox – qHTS for Inhibitors of TGF-b: Cytotox Counterscreen | HepG2 CAGA-GFP viability, ATP luminescence, 18 h | Potency, µM (titrated, usually from 46.1 µM), for the others: at the highest dose activity change, negative = cytotoxicity, actives largely listed as cytotoxic | hit rate 0.76% among 410,000 | AID 588856, 2011; also: potency is read from the fitted curve at half-maximal effect; some results filed as inactive show a strong effect at the top dose
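CellTiter-Glo luminescence gave cytotoxicity after 18 hours at 37 degrees C. The cells were HepG2 CAGA-GFP in 1% FBS DMEM, stimulated with 500 pg/mL TGF-beta after compound addition. %Activity was normalised to no-cell wells (complete cell-killing) and DMSO (no toxicity), and curves were fitted and classified.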
Mm-Cpn inhibitor – Inhibitors of TCP-1 ring complex (TRiC) of Methanococcus maripaludis (MmCpn): qHTS; Chaperonin Mm-Cpn (Methanococcus maripaludis); purified Mm-Cpn ATPase, ADP Transcreener TR-FRET; Potency, µM (top dose mostly 76.9 µM), without a hit: at the highest dose activity, negative = inhibition, actives largely listed as inhibitors; hit rate 0.031% among 330,000; AID 504842, 2011; also: potency is read from the fitted curve at half-maximal effect; % is scaled to controls: 0 for no effect and ±100 for the full control effect; nearly all actives have a fitted effect of over 80% in size
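ATP (10 uM final) was added to archaeal chaperonin (25 nM final) after 10 min exposure to test compound at 37°C; after 30 min further incubation, ADP was detected by competitive TR-FRET.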
Nrf2 ARE act – qHTS of Nrf2 Activators; AREc32 ARE-luciferase reporter (MCF7-derived line), luminescence, 24 h; Potency, µM (top dose mostly 46.1 µM), for inactives: top-dose activation, most hits filed as activators; hit rate 0.31% among 410,000; AID 624171, 2012; also: potency is read from the fitted curve at half-maximal effect; % of control where 0% means no effect; nearly all actives have a fitted effect of over 65% in size
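Reporter line AREc32 (ARE-Fluc), seeded overnight in OPTI-MEM with 5% FBS; compound pin-transferred, 24 hr at 37 deg C, 5% CO2; luminescent read-out.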
Numbers without * were called inactive; i = inactive; ? = inconclusive; / = not tested or not shown; & = joins results of further samples; [ ] = dose if it differs, or a comment. Unless noted, calls follow the shape of the dose curve; as a rule, active = well fitted curve in the direction sought with a large enough effect; inconclusive = small, poorly fitted or top-dose-only effect, or another doubt; inactive = no such curve, though single readings can be large; an effect the other way counts as inactive or inconclusive.

SMILES | TGFb inhibitor | ATXN viability | A549 viability | Nrf2 inh | Akt phos inh | CCT chaperon mod | HepG2 tox | Mm-Cpn inhibitor | Nrf2 ARE act
C[C@@]12CCC3[C@@](CCC4[C@@]3(C)CCC[C@@]4(C)C(=O)NC3CCCCC3)(CC1=O)C2 (stereo partly drawn) | -38% | i | -4% | -25% | i | -6.0 | -3% | 1% | -1.0%
Cc1cnc(CN2CCc3c([nH]c4ccccc34)C2C2CCCCC2)[nH]1 (stereo not drawn) | 9% | i | -23% | 1% | i | -1.9 | -3% | 5% | 5.7%
COc1ccccc1N(C)S(=O)(=O)c1ccc(C(=O)OCC(=O)c2c[nH]c3ccccc23)cc1 | -5% | i | 0% | 7% | i | 1.0 | 6% | ? | -0.3%
COc1ccc(Oc2cc(C)c3ccccc3n2)cc1 | 15% | i | 30% | / | i | -0.3 | -31% | 0% | 2.4%
O=C1c2ccccc2C(=O)N1CCCc1nc2ccccc2c(=O)n1Cc1ccco1 | 0% | i | -11% | / | i | -0.6 | 10% | -1% | -0.8%
O=S(=O)(NCCSc1nnnn1-c1ccccc1)c1ccc(F)cc1 | -20% | i | -1% | -23% | / | / | -17% | / | -1.3%
CCC(C)(C)n1nnnc1C(c1cc2ccc(OC)cc2[nH]c1=O)N1CCc2ccccc21 (stereo not drawn) | ? | ? | ? | ? | i | -1.1 | -1% | -18% | 4.5%
C=CCn1c(SCC(=O)N(C)C)nc2sc3c(c2c1=O)CCC3 | -12% | i | -1% | -11% | / | -1.2 | -15% | 4% | 1.9%
Cc1cc(NC(=O)CNCC(c2ccccc2)N(C)C)c([N+](=O)[O-])cc1C (stereo not drawn) | 37%[activator] | / | 14% | 12% | i | 0.9 | 0% | -1% | 4.5%
CCOP(=O)(c1ccc(N(C)C)cc1)C(O)c1ccncc1 (stereo not drawn) | -16% | i | 18% | 20% | i | -0.8 | -10% | 0% | -0.1%
Cc1nn(Cc2ccccc2)c(C)c1NC(=O)CCCn1nc([N+](=O)[O-])c(Cl)c1C | 7% | i | 7% | 0% | i | -1.9 | 3% | 0% | 0.6%
Cn1nc(-c2ccccn2)nc2c(=O)n(C)c(=O)nc1-2 | 2.2µM* | / | 3.3µM* | 3.7µM* | i | -2.3 | 2.8µM* | -3% | -3.3%
CCCCCn1c(=O)[nH]c2cc(C(=O)NCc3ccc(OC)cc3)ccc2c1=O | 17% | i | -18% | 0%[9.27 µM] | / | / | 24% | / | 0.2%
Cn1c(Cc2cccs2)nnc1SCC(=O)N1CCCc2ccccc21 | -12% | i | -2% | 3% | i | -0.8 | -24% | -11% | -0.6%
CCCS(=O)(=O)NC(=O)C1(C)CCCN(C(=O)c2cc(C)on2)C1 (stereo not drawn) | -16% | i | / | / | i | -1.1 | 16% | / | -0.2%
O=C1CN(C(=O)COc2ccc(F)cc2Cl)c2ccccc2N1 | -1% | i | 11% | ? | i | 2.0 | 2% | 2% | 5.1%
COc1ccccc1N1CCN(C(=O)C2CCN(S(=O)(=O)c3ccc(F)cc3)CC2)CC1 | 0% | i | 7% | 13% | i | 2.2 | 4% | -4% | -0.5%
COc1ccc(-n2c(=O)c3c4c(sc3n(Cc3ccccc3)c2=O)CN(C(C)=O)CC4)cc1OC | 0% | i | 0% | -8% | / | / | -10% | / | 4.5%
Cc1oc(=O)c(NC(=O)c2ccccc2)cc1C(N)=O | 6% | i | -3% | 1% | i | 0.0 | 3% | 1% | 7.1%
O=C(CN1C(=O)CSc2ccccc21)NC1CCCC1 | -5% | i | 6% | -2% | i | -0.1 | -95% | -3% | -0.6%
CC(C)(C)n1nc2c(c1NC(=O)c1ccccc1F)CS(=O)C2 (stereo not drawn) | 6% | i | 1% | 5% | i | 0.2 | -10% | 2% | -0.9%
COc1ccc(NC2CS(=O)(=O)CC2NCc2ccccc2)cc1 (stereo not drawn) | 4% | i | -2% | / | i | -1.5 | 1% | -1% | -0.5%
CN(C)S(=O)(=O)c1ccc(Cl)c(NC(=O)CN2CCN(Cc3ccc4c(c3)OCO4)CC2)c1 | ? | i | 0% | ? | i | 0.1 | -24% | -8% | 5.1%
Cc1ccccc1S(=O)(=O)NC(=O)C1(C)CCN1C(=O)CC1CCCCC1 (stereo not drawn) | -3% | i | / | / | i | 0.9 | -2% | / | -0.3%
Oc1cc(Nc2ccncc2)cc2cccnc12 | ? | i | 2% | 2% | / | / | -19% | -1%&1% | 18%
CCN(CC)C(=N)/C(C#N)=N/Nc1ccccc1 | -2% | ? | -19% | ? | i | -2.1 | -19% | 0% | 0.2%
Cc1ccc(NC(=O)Nc2cccc(Cl)c2)c(C(=O)O)c1 | -5% | i | -4% | -3% | i | -9.4 | -17% | -2% | 0.9%
COc1ccccc1OCc1cc(C(=O)N2CCCC(OCc3cccnc3)C2)no1 (stereo not drawn) | 0% | i | 0% | ? | i | -0.7 | -11% | -1% | 0.5%
CC1(C)NC(=O)N(CC(O)CN2CCCC2)C1=O (stereo not drawn) | 1% | i | 0% | -7% | i | -1.7 | -2% | 0% | -0.5%
O=S(=O)(NCCc1ccc(Cl)cc1)c1ccc(N2CCCCS2(=O)=O)cc1 | -2% | i | -5% | / | / | / | -9% | / | 0.0%

Limited to ATXN viability (3 entries from above):
| SMILES | ATXN viability |
| --- | --- |
| O=C(CN1C(=O)CSc2ccccc21)NC1CCCC1 | i |
| CC(C)(C)n1nc2c(c1NC(=O)c1ccccc1F)CS(=O)C2 (stereo not drawn) | i |
| COc1ccc(NC2CS(=O)(=O)CC2NCc2ccccc2)cc1 (stereo not drawn) | i |

More compounds follow.
SMILES | TGFb inhibitor | ATXN viability | A549 viability | Nrf2 inh | Akt phos inh | CCT chaperon mod | HepG2 tox | Mm-Cpn inhibitor | Nrf2 ARE act
CC(=O)Nc1ccc2c3c(ccc([N+](=O)[O-])c13)CC2 | -1% | i | / | / | i | 2.6 | -24% | / | -0.1%
CC1(C(=O)Nc2cccc(Oc3ccccc3)c2)CCN1Cc1ccccc1OC(F)F (stereo not drawn) | -18% | i | / | / | i | 0.1 | -7% | / | 3.4%
NC(=O)c1nsc(C(=O)N(Cc2cccnc2)C(C(=O)NCc2ccccc2)c2ccc(O)cc2)c1N (stereo not drawn) | 7% | i | -9% | 3% | i | -4.9 | 6% | 0% | -0.7%
N/C(=N\OC(=O)Cc1ccccc1)c1ccncc1 | 5% | i | 5% | 3% | i | -0.7 | 11% | 2% | 0.5%
COc1ccc(-n2c3c(cc(C#N)c2=O)C(=O)CCC3)cc1 | -1% | i | 6% | 0% | i | -34* | -18% | -1% | -0.2%
Cc1ccc(S(=O)(=O)N2CCC(=O)N(C(COCc3ccc(C(F)(F)F)cc3)C(C)C)CC2)cc1 (stereo not drawn) | ? | ? | -8% | ? | i | -0.9 | -24% | -1% | 4.4%
CC(=O)N/C(=N\c1nc(C)cc(C)n1)Nc1ccccc1Cl | -17% | i | 13% | -7% | i | -1.4 | -2% | 2% | -0.1%
CCN1CCN(S(=O)(=O)c2c(C)cc(C)cc2C)CC1 | 13% | i | 2% | / | i | -1.8 | 20% | 0% | -0.1%
O=C(CN1C(=O)CCOc2ccccc21)Nc1ccc(Cl)c(S(=O)(=O)N2CCOCC2)c1 | -27% | i | 8% | -6% | i | 1.0 | 0% | 1% | -0.8%
COc1ccc(CNC(=O)CCCn2ccc3cc(S(=O)(=O)N4CCCC4)ccc32)cc1 | ? | ? | -18%&-10% | ? | i | -2.0 | 3%&-21% | 0% | 1.5%&1.0%
O=C(NN=C1CCC(=NNC(=O)c2ccccn2)CC1)c1ccccn1 | 21% | i | 0% | 10% | i | -2.0 | -3% | 1% | 0.2%
O=C(Nc1ccc(Oc2ccccc2)nc1)[C@H]1O[C@@H](n2ccc(=O)[nH]c2=O)[C@H](O)[C@@H]1O | 15% | i | / | / | i | -0.9 | -15% | / | -0.7%
CC(=O)Nc1cc(C)c2nc(NC(C)=O)sc2c1 | 9% | i | -7% | 13% | i | -0.3 | 19% | 0% | 4.7%
CCCSC(=S)c1c(C)[nH]n(-c2ccccc2)c1=O | 0% | / | -14% | ? | i | -0.7 | -57% | 0% | 0.3%
CC(NC(=O)CSc1nc2c(cc1C#N)CN(C)CC2)c1ccccc1 (stereo not drawn) | 14% | i | -3%[1.84 µM] | ? | i | 0.7 | -4% | -1% | 3.1%
Nc1ccc(Nc2nc(-c3cc4ccccc4oc3=O)cs2)cc1 | ? | ? | ? | ? | i | -3.1 | -11% | -7% | 5.5%
COc1cc2[nH]c(C(=O)N(C)Cc3ccccc3)cc2c(OC)c1OC | -7% | i | -7% | -7% | i | -1.3 | -28% | -2% | 3.2%

Exported tab-delimited: entries from further up
Compound	TGFb inhibitor	ATXN viability	A549 viability	Nrf2 inh	Akt phos inh	CCT chaperon mod	HepG2 tox	Mm-Cpn inhibitor	Nrf2 ARE act
CC(=O)Nc1cc(C)c2nc(NC(C)=O)sc2c1	9%	i	-7%	13%	i	-0.3	19%	0%	4.7%
CC(NC(=O)CSc1nc2c(cc1C#N)CN(C)CC2)c1ccccc1 (stereo not drawn)	14%	i	-3%[1.84 µM]	?	i	0.7	-4%	-1%	3.1%
NC(=O)c1nsc(C(=O)N(Cc2cccnc2)C(C(=O)NCc2ccccc2)c2ccc(O)cc2)c1N (stereo not drawn)	7%	i	-9%	3%	i	-4.9	6%	0%	-0.7%
